# human PMI inhibitors: human PMI inhibitors, high substrate, primary screen, biochemical, fluorescence intensity, high mannose 6-phosphate (AID 1220) | Mannose-6-phosphate isomerase (Homo sapiens) | recombinant PMI enzyme, coupled fluorescence intensity; higher % means a stronger effect | inhibition, % at 20 µM, or IC50 in µM where a hit was titrated | hit rate 0.66% among 190,000
# CSM14.1 death rescue: rescue of cells from ER stress-induced death, primary screen, 384-well, CSM14.1, thapsigargin, ATP luminescence (AID 1222). 190,000 tested, under 10 active. cellular ATP content (survival), % at 20 µM, or EC50 in µM where a hit was titrated. CSM14.1 thapsigargin-induced death rescue, ATP luminescence; higher % means a stronger effect;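 active means EC50 below 50 µM in the dose-response confirmation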;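 further: death triggered by thapsigargin at about 15 µM added after 2 h compound pretreatment; cell ATP read after overnight thapsigargin exposure of roughly 18 to 22 hours; normalized against plate controls of thapsigargin alone and 5% DMSO vehicle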
# human PMI inhibition: inhibitors of human PMI, primary screen, biochemical, fluorescence intensity, coupled assay (AID 1209). Mannose-6-phosphate isomerase (Homo sapiens). purified PMI enzyme, coupled fluorescence intensity; higher % means a stronger effect. inhibition, % at 20 µM; hits with a dose series show IC50 in µM. hit rate 0.42% among 190,000;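 further: plate controls were DMSO vehicle for no effect and wells lacking substrate for full effect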
# Lipid droplet: inhibitors of hepatocyte lipid droplet formation, primary screen, imaging, high-throughput imaging, BODIPY stain | AID 1656, 2009 | hit rate 0.4% among 240,000 | AML12 mouse hepatocytes, oleate lipid droplets | inhibition, % at 6.5 µM;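 active means lipid droplet intensity inhibited by at least 50%, with more than 500 cells counted; inconclusive means wells with under 300 cells, treated as cytotoxic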
#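 Material – mouse AML12 hepatocyte cell line, fixed after treatment · Compound dosing – one dose, 6.5 µM compound · Times – compound with oleate, overnight · Measured by – Image-based BODIPY and DAPI two-channel analysis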
# K1F lysis inhibition: inhibition of K1F phage lysis, E. coli UTI89, bacterial capsule biogenesis inhibitors, alamar blue (AID 488966). E. coli UTI89 K1F phage lysis, alamar blue, 2 h; higher % means a stronger effect. inhibition, % at 100 µM, or IC50 in µM where a hit was titrated. hit rate 0.02% among 340,000;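 active means phage lysis inhibition, versus mean bacterial control, above a set limit; inconclusive means no clear call, values can overlap the other calls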;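 further: capsule biogenesis inhibitors block K1F phage lysis so surviving cells raise fluorescence; higher fluorescence means more inhibition of phage lysis; actives were called in the ten point dose series up to 300 µM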
# P. falciparum M1AAP: P. falciparum M1AAP inhibitors, biochemical, fluorogenic H-Leu-NHMec substrate, 1536-well (AID 1445) | Aminopeptidase N (Plasmodium falciparum (isolate 3D7)) | recombinant M1AAP, H-Leu-NHMec fluorogenic kinetic assay; higher % means a stronger effect | inhibition, % at 30 µM; hits with a dose series show IC50 in µM | hit rate 0.42% among 220,000;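 active means primary inhibition above the hit cutoff, then over 50% inhibition at one or more dose response concentrations, cut at about 23% in these data, passing the limit was not always enough; inconclusive means conflicting primary data, or primary hits not chosen for dose response; inactive means low primary inhibition, or under 50% at every dose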;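 further: plate controls were DMSO full reaction for no effect and no enzyme background for full effect; strong numbers were not always called active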
# TNAP activation fold: human TNAP enzyme activators, primary screen, biochemical, luminescent, no phosphate acceptor, uHTS (AID 1001); hit rate 0.03% among 200,000; purified TNAP, luminescent activation assay, no phosphate acceptor; higher activation fold means a stronger effect; one-dose activation fold at 20 µM; EC50 in µM for titrated hits; Alkaline phosphatase, tissue-nonspecific isozyme (Homo sapiens); in the data active means activation fold from about 3, or a potency from the dose series; inactive means the rest, 99 in 100 with activation fold below about 1.6; further: many of its hits are not listed in these tables
# WT yeast gro inh: growth inhibition of WT strain, primary screen, mitochondrial fusion inhibitor project, WT and mutant strains, chemical genetic. mitochondrial fusion phenotypic screen. inhibition, % at 10 µM. hit rate 2.1% among 190,000. AID 1362, 2008; in the data active means inhibition above about 58%; tested in S. cerevisiae
# Myeloid diff 2: induction of myeloid progenitor differentiation, primary screen, cell-based, flow cytometry, MLPCN library | hit rate 1% among 360,000 | ER-HoxA9 myeloid progenitors, lysozyme-GFP differentiation | calls only at 10 µM;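 active means normalized GFP-positive differentiation at or above the plate's own cutoff, the solvent-only control mean plus 3 SD; inconclusive means no clear call, values can overlap the other calls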;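 further: cells exposed to compound for four days before flow analysis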
# WT yeast gro inh mutant strain: recorded beside WT yeast gro inh, whose call it bears; inhibition, %; mitochondrial fusion phenotypic screen, mutant strain inhibition
# Lipid droplet cells 6.5 µM: further read-out of Lipid droplet, marked with its call; cell count; measured here: cell count, cytotoxicity flag;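 cells counted across two imaged fields per well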
# Myeloid diff 2 GFP+ MAC1+ %: second read-out of Myeloid diff 2, no call of its own (marks repeat the call); GFP+ MAC1+ double positive, %; measured here: differentiation confirmed by MAC1 staining
# The depositor's hits bear a star; i = inactive; ? = inconclusive; . = not tested or not shown; [ ] = another dose, or the depositor's remark. Unless noted, no stated cut-off is given here; in the data, active means inhibition above about 50%; inactive means the rest.
compound	human PMI inhibitors	CSM14.1 death rescue	human PMI inhibition	Lipid droplet	Lipid droplet cells 6.5 µM	K1F lysis inhibition	P. falciparum M1AAP	TNAP activation fold	WT yeast gro inh	WT yeast gro inh mutant strain	Myeloid diff 2	Myeloid diff 2 GFP+ MAC1+ %
COc1cc(/C=N/N=C(\N)c2nonc2N)ccc1O	2%	-12%	-9%	-4	702	2.4%	9%	0.8	1	-1	i	0.2
Cc1cc(C)n(CCC(=O)N/N=C/c2cccc([N+](=O)[O-])c2)n1	.	.	.	8	729	0.8%	8%	.	.	.	i	2.1
CCOC(=O)c1c(C)cccc1OCC(N)=O	49%	0.1%	15%	-11	744	0.2%	6%	1	-7	-7	i	0.2
O=C(C1CCCO1)N1CCN(C(=S)NC2CC2)CC1 (stereo unspecified)	-7%	-1.1%	-7%	13	718	-0.3%	-2%	1.1	-6	-9	i	0.2
CN(C)CCNC(=O)c1scc2c1CCCC2	.	.	.	8	731	0.1%	11%	.	.	.	i	0.6
Cc1ccc(C(C(=O)NC2CCCCC2)N(C(=O)c2csnn2)C2CC2)o1 (stereo unspecified)	9%	2.8%	12%	6	788	0.0%	9%	1	-12	-3	i	1.0
COCCn1nnnc1C(c1ccc2ncccc2c1)N1CCN(c2ccccc2F)CC1 (stereo unspecified)	-26%	-0.1%	-22%	.	.	-0.3%	-1%	1.1	-15	-3	i	1.3
COc1cc(-c2nnc(SCC#CCO)o2)cc(OC)c1OC	7%	-0.2%	12%	.	.	0.2%	-3%	1.1	0	13	i	0.9
C1CCC(C23CC4CC(CC(C4)C2)C3)NC1 (stereo unspecified)	-13%	-1.8%	-10%	0	751	0.2%	-1%	1.1	0	-4	i	1.1
COc1ccc(/C=N/c2sc3c(c2C#N)CCN(Cc2ccccc2)C3)c(O)c1	14%	0.7%	7%	-2	565	.	2%	0.9	5	4	.	.
O=C(COC(=O)c1cc([N+](=O)[O-])ccc1NCc1ccccc1)NC1CCCc2ccccc21 (stereo unspecified)	10%	-0.3%	13%	5	764	0.7%	6%	1	5	-6	i	0.6
Cc1noc(C)c1COc1ccc(C(=O)OC(C)C(=O)Nc2ccc(S(=O)(=O)N3CCOCC3)cc2)cc1 (stereo unspecified)	6%	-1.6%	10%	-16	669	2.9%	0%	1.1	5	2	i	0.3
CCOC(=O)C1(Cc2cccc(OC)c2)CCN(Cc2ccc(OC)c(O)c2)CC1	7%	-0.6%	2%	-10	633	0.0%	1%	1	-13	10	i	0.3
CCC1=NC(c2ccccc2Cl)N(O)C1(C)C (stereo unspecified)	-7%	1.4%	-9%	.	.	1.6%	6%	1.1	-7	-4	i	7.3
O=[N+]([O-])c1ccc(N2CCN(CCOCCO)CC2)c([N+](=O)[O-])c1	8%	0.4%	6%	0	732	1.6%	.	1	-27	-4	i	0.3
COc1cccc(C2CC(c3cccc(Br)c3)n3nc(N)nc3N2)c1 (stereo unspecified)	28%	.	24%	-19	581	4.5%	21%	1.1	9	0	i	1.0
O=C(Nc1ccc(CN2CCOCC2)cc1)c1ccc(-c2ccc(Cl)cc2Cl)o1	9%	-1.2%	14%	2	669	0.1%	6%	1.1	83	85	i	0.5
Cc1cc(Nc2ncc(Cl)cc2Cl)n[nH]1	5%	5.0%	10%	1	733	-0.1%	1%	1.2	-6	3	i	1.0
CCOc1ccc(OCC)c(NC(=O)C2CCCN(c3ncccn3)C2)c1 (stereo unspecified)	7%	0.9%	12%	0	724	0.5%	8%	1	7	5	i	0.7
C=CCNC(=O)/C(C#N)=C/c1ccccc1[N+](=O)[O-]	20%	-1.2%	16%	28	670	-0.4%	-2%	1.1	-3	16	i	0.0

# The final two records of the part before come first, to join the parts.
compound	human PMI inhibitors	CSM14.1 death rescue	human PMI inhibition	Lipid droplet	Lipid droplet cells 6.5 µM	K1F lysis inhibition	P. falciparum M1AAP	TNAP activation fold	WT yeast gro inh	WT yeast gro inh mutant strain	Myeloid diff 2	Myeloid diff 2 GFP+ MAC1+ %
CCOc1ccc(OCC)c(NC(=O)C2CCCN(c3ncccn3)C2)c1 (stereo unspecified)	7%	0.9%	12%	0	724	0.5%	8%	1	7	5	i	0.7
C=CCNC(=O)/C(C#N)=C/c1ccccc1[N+](=O)[O-]	20%	-1.2%	16%	28	670	-0.4%	-2%	1.1	-3	16	i	0.0
Cn1c(=O)n(C)c2cc(NC(=O)COc3ccc(Cl)cc3)ccc21	12%	-0.5%	10%	28	789	0.0%	1%	1.1	-2	-8	i	0.4
C=CCNC(=O)/C(C#N)=C/c1ccc(OS(=O)(=O)c2ccc(C)cc2)c(OC)c1	12%	-0.8%	8%	5	709	0.6%	9%	1	42	34	i	0.7
CC1(C)CC(=O)C=C(N=CC2=C(O)CC(C)(C)CC2=O)C1	-31%	-3.5%	-22%	0	775	7.6%	6%	1	27	5	i	1.0
CN(C)c1cccc(NC2=CC(=[N+]3CCOCC3)CC(C)(C)C2)c1	-41%	-3.4%	-13%	-13	727	0.0%	10%	1.1	10	2	i	0.8
CC1CCN(S(=O)(=O)c2ccc(C(=O)NCc3cccnc3)cc2)CC1	2%	-0.7%	1%	1	680	0.5%	1%	1.1	-8	-10	i	0.5
O=C(CSc1nc(COc2ccccc2)nc2ccccc12)NC1CCCC1	.	4.1%	.	-14	733	-0.8%	-1%	1.1	19	7	i	0.2
COc1cccc(NC2=Nc3cccc4cccc2c34)c1	11%	0.2%	16%	-1	610	2.3%	3%	1.1	-18	-13	i	0.6
Cc1cc(Cl)c(S(=O)(=O)N2CCN(c3ccccc3)CC2)cc1OCC(N)=O	6%	-1.6%	0%	31	704	-1.5%	5%	1	-6	-10	i	1.4
O=C(c1cccc(S(=O)(=O)N2CCCC2)c1)N1CCN(c2ncccn2)CC1	-8%	0.3%	-14%	7	625	1.1%[50 µM]	-1%	1.1	2	-9	i	0.1
O=C(CN1CCCC1)Nc1ccccc1Cl	-4%	-1.1%	-10%	11	794	0.1%	1%	0.9	-11	-17	i	0.5
O=C(c1ccccc1S(=O)(=O)NCc1ccccc1)N1CCCC1	10%	-0.8%	10%	.	.	-7.2%	12%	1.1	12	-13	i	3.8
O=C(NCCO)c1cc([N+](=O)[O-])cc2c1C=Cc1ccccc1O2	-5%	.	-1%	-5	637	0.5%	1%	1.1	-4	-8	i	0.6
COc1ccc(S(=O)(=O)NC(N)=NCCc2ccc(OC)c(OC)c2)cc1	13%	-0.8%	4%	-1	704	.	9%	1	6	4	.	.
CCOC(=O)C1CN(S(=O)(=O)c2ccc(OC)cc2)c2cc(CC(=O)OC)ccc2O1 (stereo unspecified)	9%	-0.7%	9%	.	.	-0.1%	6%	1.1	1	2	i	0.6
O=C(NCc1ccccc1)/C(=C/c1ccco1)NC(=O)c1ccco1	28%	-1.2%	-4%	-2	725	0.0%	-5%	1.2	-8	-20	i	0.3
O=C1CC(c2ccc(Cl)cc2)n2nc(N3C(=O)c4ccccc4C3=O)nc2N1 (stereo unspecified)	5%	.	13%	-5	679	5.7%	7%	1.1	-7	-2	i	0.4
Cc1c(F)cccc1NC(=O)CCC(=O)O	12%	-2.3%	17%	-1	729	0.3%	-3%	1.1	-12	6	i	0.8
Cc1ccccc1-c1cc(-c2ccccc2O)n[nH]1	8%	-1.4%	12%	3	798	-2.2%	2%	1.1	73	81	i	0.9
CCN1C(=O)C(O)(CC(=O)c2ccccn2)c2ccccc21 (stereo unspecified)	-2%	-4.0%	-3%	-14	779	0.4%	-3%	1.1	0	12	i	0.9
Cc1cc(C)nc(N(C#N)Cc2cccc([N+](=O)[O-])c2)n1	1%	-1.8%	1%	-3	610	0.3%	-1%	1	3	5	i	0.1
COc1cccc(N2C(=O)C3CC=C(Cl)CC3C2=O)c1 (stereo unspecified)	-2%	-0.3%	-2%	1	706	3.4%	-1%	1.1	6	2	i	4.3
O=C(Nc1ccc(Br)c(C(F)(F)F)c1)c1ccccc1	13%	-1.7%	28%	-25	628	9.6%	-6%	1.1	66*	44*	i	0.4
O=C1C=CC2C(c3ccc4c(c3)OCO4)CC1N2Cc1ccccc1 (stereo unspecified)	64%*	3.9%	12%	3	674	5.9%	4%	1.1	9	14	i	0.0
Cc1cccc(C)c1NC(=O)C(NC(=O)CN1C(=O)c2ccccc2C1=O)c1ccccc1 (stereo unspecified)	0%	-2.4%	-3%	-1	670	0.8%[50 µM]	-3%	1.1	1	3	i	0.6
CCOc1ccc2[nH]c(O)c(NC(C)=O)c2c1	-34%	-2.2%	-14%	-7	724	1.4%	0%	1.1	21	11	i	0.4
CCCCn1c(SCC(=O)Nc2cc(NC(=O)c3ccco3)ccc2C)nc2ccccc2c1=O	-2%	2.6%	-1%	.	.	0.0%	0%	1.1	6	-10	i	0.6
CCCCNC(=O)c1ccc2c(c1)ncn2C1CCCCC1	7%	-3.1%	6%	20	706	1.4%	-1%	1.1	-2	-23	i	0.9
COc1cc(C2C(C#N)=C(N)Oc3cc4c(cc32)OCO4)cc(OC)c1OC (stereo unspecified)	9%	-2.6%	3%	?	.	0.4%	6%	1.1	-3	-19	i	0.8
COC(=O)c1cc(C(=O)OC)n(Cc2ccc(Cl)cc2Cl)n1	-3%	-4.2%	4%	-7	749	-0.6%	8%	1.1	-3	-5	i	2.7
O=C(Cn1nc(CNc2ccc(Cl)cc2)[n+]2c1CCCCC2)c1ccc(Br)cc1	9%	-2.1%	7%	3	630	37%[50 µM]	8%	1	8	-4	i	1.2
COc1cc(NC(=O)Cc2cccs2)cc(OC)c1	8%	-0.1%	13%	2	692	0.3%	6%	1.2	1	-6	i	1.0
COC(=O)c1cc(Br)c(=O)n(CCN2CCCC2)c1	3%	-1.3%	-3%	.	.	3.5%	0%	1	19	6	i	0.4
O=C(NCc1ccncc1)/C(=C/c1cccc([N+](=O)[O-])c1)NC(=O)c1ccccc1	.	.	.	0	669	-2.0%	1%	.	.	.	i	0.3

# High-throughput results deposited in PubChem BioAssay by several laboratories.
